Cycloheximide cs: affects cycloheximide protein synthesis inhibition readout, counter-screen | cell reporter, cycloheximide protein synthesis inhibition counterscreen | max response, % | actives 12% (n = 300,000) | AID 2314; in the data active means max response mostly above about 13%, no sharp cut-off; inactive means mostly below about 14%; further: read at 38.3 µM for the half of the compounds with a filed dose; 0% is about no effect
Shiga toxin inh: blocks Shiga toxin action in Vero cells; Vero cells, Shiga toxin protein synthesis inhibition reporter; inhibition, % at 38.7 µM; actives 9.2% (n = 290,000); AID 2315; in the data active means inhibition mostly above about 28%, no sharp cut-off; inactive means mostly below about 43%; further: 0% is about no effect
AMA1 RON2 block: AMA1-RON2 (P. falciparum) interaction inhibition; actives 0.2% (n = 360,000); AlphaScreen AMA1-biotinylated RON2 peptide binding; Potency, µM (series often up to 58.2 µM), for inactives: at the highest dose activity change, negative = inhibition, actives largely listed as inhibitors;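 further: potency means the concentration at half of the fitted maximal effect; 0% = vehicle wells and -100% = peptide control; nearly all actives have a fitted effect of over 45% in size; some results filed as inactive show a strong effect at the top dose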
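AMA1 (3D7) with his tag at 25 nM final met compounds first, then biotinylated RON2 peptide at 25 nM; detection used donor plus acceptor beads, 10 µg/mL apiece, read by AlphaScreen after 30 min at room temperature.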
AmpC inh no detg: inhibitors of E. coli AmpC beta-lactamase without detergent; P00811; AmpC nitrocefin hydrolysis, absorbance 480 nm, 0.0001% Triton; Potency, µM (series often up to 57.1 µM), inactives show top-dose activity change, negative = inhibition, usual class: inhibitors; actives 0.52% (n = 330,000); AID 485341;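 further: potency means the concentration at half of the fitted maximal effect; plate controls were no compound for no effect and no enzyme for full effect; nearly all actives have a fitted effect of over 20% in size; some results filed as inactive show a strong effect at the top dose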
Target sequence (P00811 whole entry, looked up): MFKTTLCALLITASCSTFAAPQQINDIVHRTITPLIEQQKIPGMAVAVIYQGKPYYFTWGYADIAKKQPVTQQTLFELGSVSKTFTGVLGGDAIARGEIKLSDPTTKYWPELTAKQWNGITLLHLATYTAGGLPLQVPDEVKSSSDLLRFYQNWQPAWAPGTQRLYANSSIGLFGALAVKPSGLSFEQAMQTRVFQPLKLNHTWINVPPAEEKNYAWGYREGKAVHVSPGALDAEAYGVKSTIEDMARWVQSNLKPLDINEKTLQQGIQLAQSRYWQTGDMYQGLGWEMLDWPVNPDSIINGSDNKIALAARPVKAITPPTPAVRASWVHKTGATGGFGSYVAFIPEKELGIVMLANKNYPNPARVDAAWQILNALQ
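20 mM phosphate pH 7.0 + 0.01% (detergent screen) or 0.0001% Triton X-100; 5.3 nM AmpC reagent; cpd preinc 15 min RT; nitrocefin (800 uM stock) to start; A480 q20 s × 4 min; Activity was normalised to no-enzyme and no-compound control wells.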
FBPA Giardia inh: Giardia lamblia aldolase inhibition; actives 0.71% (n = 290,000); purified Giardia FBPA; AID 2451; Potency, µM (top dose mostly 59.6 µM), for inactives: top-dose activity, negative = inhibition, actives largely listed as inhibitors; further: potency means the concentration at half of the fitted maximal effect; on the % scale 0 is the no-effect control and ±100 the full control effect; nearly all actives have a fitted effect of over 55% in size
Target sequence (A8B2U2 whole entry, looked up): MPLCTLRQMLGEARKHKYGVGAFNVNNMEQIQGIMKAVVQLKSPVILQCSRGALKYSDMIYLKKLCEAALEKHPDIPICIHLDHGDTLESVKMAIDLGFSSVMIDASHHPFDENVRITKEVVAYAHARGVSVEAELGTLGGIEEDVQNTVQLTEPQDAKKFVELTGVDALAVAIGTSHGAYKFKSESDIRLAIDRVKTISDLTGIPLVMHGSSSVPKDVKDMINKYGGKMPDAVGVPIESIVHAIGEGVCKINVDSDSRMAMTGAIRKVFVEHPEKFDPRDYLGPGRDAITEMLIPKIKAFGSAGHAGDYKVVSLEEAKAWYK
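Giardia FBPA (40 nM reagent) was preincubated 10 min at RT with compound (up to 57.5 uM final), then substrate plus GAPDH/TPI/NAD/arsenate coupling system with diaphorase/resazurin was added; resorufin fluorescence (525/598 nm) was read after 20 min.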
AmpC detergent: inhibitors of E. coli AmpC beta-lactamase with detergent; AID 485294; P00811; Potency, µM (titrated, usually from 114 µM), inactives show at the highest dose activity change, negative = inhibition, usual class: inhibitors; actives 0.041% (n = 370,000); AmpC hydrolysis of nitrocefin, absorbance 480 nm, 0.01% Triton;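 further: potency means the concentration at half of the fitted maximal effect; 0% = no-compound wells and -100% = no-enzyme wells; nearly all actives have a fitted effect of over 25% in size; some results filed as inactive show a strong effect at the top dose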
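20 mM phosphate pH 7.0 + 0.01% (detergent screen) or 0.0001% Triton X-100; 5.3 nM AmpC reagent; cpd preinc 15 min RT; nitrocefin (800 uM stock) to start; A480 q20 s × 4 min; Activity was normalised to no-enzyme and no-compound control wells.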
HCMV inh: blocks human cytomegalovirus replication; HFF cells, HCMV-luciferase reporter, 72 h; stronger effect = lower value; activity change, negative = inhibition, % at 57.5 µM; actives 4.5% (n = 410,000); AID 1259415; in the data active means activity change below about -60%; inconclusive means no clear call, values can overlap the other calls; inactive means above about -39%; further: on the % scale 0 is the no-effect control and ±100 the full control effect
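Two compound doses tested in HFFs infected with HCMV-luciferase, MOI 1 PFU/cell, 72 h at 37C. Lysate luminescence read with OneGlo; data normalized against buffer-only and 10uM Salinomycin inhibitor controls.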
* = called active by the depositor; ? = inconclusive; / = no result given; [ ] = dose if it differs, or a comment. Unless noted, the call rests on the fitted dose curve; in most records, active means well fitted curve in the direction sought with a large enough effect; inconclusive means small, poorly fitted or top-dose-only effect, or another doubt; inactive means no such curve, though single readings can be large; an effect the other way counts as inactive or inconclusive.

SMILES | Cycloheximide cs | Shiga toxin inh | AMA1 RON2 block | AmpC inh no detg | FBPA Giardia inh | AmpC detergent | HCMV inh
O=C(CN1CCN(Cc2ccc(F)cc2Cl)C1=O)NCc1cccs1 | 2 | 23 | -15% | 3% | 2% | -1% | -20
Cc1ccc(NC(=O)CN(C)C(=O)CSc2nnc(C)s2)cc1 | / | / | -6% | -8% | / | / | -21
Cc1[nH]c2ccc(F)cc2c1CCN(Cc1ccncc1)C(=S)Nc1ccccc1 | -5 | -2 | 7% | -25% | -5% | 3% | -17
Cc1ccc(N=C2NC(=O)S/C2=C\c2ccco2)cc1 | 18* | 49* | -12% | -26% | -19% | -5% | -15
O=C(COC(=O)CCc1c[nH]c(=O)[nH]1)Nc1cccc(Cl)c1 | -1 | -12 | 5% | -28% | -8% | -8% | 44
Cc1nc(Cc2nnc(SC(C)C(=O)N3c4ccccc4NC(=O)C3(C)C)o2)cs1 (stereo unspecified) | / | / | -11% | -12% | / | -7% | 27
Cc1cc(NC(=O)c2ccccc2C)n(-c2cccc(F)c2)n1 | -1 | -3 | -4% | -24% | 4% | 0% | ?
Cc1nn(CCOc2ccccc2)c(=O)n1-c1cccc(F)c1 | 13 | 28 | -17% | -1% | 4% | -8% | -18
COC(=O)C1CCN(C(=O)COc2ccc(N(C)S(=O)(=O)c3ccc(C)cc3)cc2)CC1 | / | / | 0%[11.6 µM] | 129%[activator] | / | -2% | 6
COc1ccc(S(=O)(=O)N2CCN(C(=O)c3cc(-c4ccccc4OC)n[nH]3)CC2)cc1 | -2 | 7 | 10% | 1% | -9% | ? | -16

Reprinted at random: 5 records from the list
SMILES | Cycloheximide cs | Shiga toxin inh | AMA1 RON2 block | AmpC inh no detg | FBPA Giardia inh | AmpC detergent | HCMV inh
O=C(COC(=O)CCc1c[nH]c(=O)[nH]1)Nc1cccc(Cl)c1 | -1 | -12 | 5% | -28% | -8% | -8% | 44
Cc1[nH]c2ccc(F)cc2c1CCN(Cc1ccncc1)C(=S)Nc1ccccc1 | -5 | -2 | 7% | -25% | -5% | 3% | -17
COc1ccc(S(=O)(=O)N2CCN(C(=O)c3cc(-c4ccccc4OC)n[nH]3)CC2)cc1 | -2 | 7 | 10% | 1% | -9% | ? | -16
Cc1nc(Cc2nnc(SC(C)C(=O)N3c4ccccc4NC(=O)C3(C)C)o2)cs1 (stereo unspecified) | / | / | -11% | -12% | / | -7% | 27
Cc1nn(CCOc2ccccc2)c(=O)n1-c1cccc(F)c1 | 13 | 28 | -17% | -1% | 4% | -8% | -18

New compounds follow.
SMILES | Cycloheximide cs | Shiga toxin inh | AMA1 RON2 block | AmpC inh no detg | FBPA Giardia inh | AmpC detergent | HCMV inh
Cc1c(OCc2nn[nH]n2)ccc2c3c(c(=O)oc12)CCCC3 | 8 | 12 | -14% | -9% | -22% | -4% | -21
CCOC(=O)c1c(/N=C/C2=C(O)CCCC2=O)sc2c1CCCC2 | 8 | -4 | 6% | 4% | -15% | 9% | 62
OCCNc1ncnc2c1nnn2Cc1ccccc1 | -3 | -4 | -2% | -16% | 11% | -20% | 20
Fc1ccc(CN2CCN(c3ncccn3)CC2)c(F)c1 | -3 | -7 | -18% | 5% | ? | -7% | 1
Cc1ccsc1C(=O)C1CCCN(Cc2cn(C)nc2C)C1 (stereo unspecified) | 10 | 10 | 2% | -29% | 0% | 2% | 2
CN(C)C(=O)NC(Nc1cccc([N+](=O)[O-])c1)C(Cl)(Cl)Cl (stereo unspecified) | -6 | 85 | -8% | -30% | 0% | 6% | -18
O=C(c1ccc(Cl)c(S(=O)(=O)NCc2ccco2)c1)N1CCN(c2ccccc2F)CC1 | 14 | -5 | -4% | -12% | 1% | -17% | -31
O=[N+]([O-])c1ccc(C2=Nn3cnnc3SC2)cc1 | 7 | -5 | -9% | -6% | 3% | 2% | 28
COc1ccccc1C(=O)N(Cc1ccccc1)c1ccc(C)cc1 | 18 | -27 | -2% | 26% | / | 2% | -14
Cc1ccc2[nH]c(=O)c(CN(CCCN3CCOCC3)C(=O)Nc3cccc(Cl)c3)cc2c1 | 1 | -4 | -5% | -18% | 1% | ? | -28

Single entries from the list.
`Fc1ccc(CN2CCN(c3ncccn3)CC2)c(F)c1` in HCMV inh = 1
`CN(C)C(=O)NC(Nc1cccc([N+](=O)[O-])c1)C(Cl)(Cl)Cl` (stereo unspecified) in AmpC inh no detg = -30%
`O=C(CN1CCN(Cc2ccc(F)cc2Cl)C1=O)NCc1cccs1` in HCMV inh = -20

Following part
SMILES | Cycloheximide cs | Shiga toxin inh | AMA1 RON2 block | AmpC inh no detg | FBPA Giardia inh | AmpC detergent | HCMV inh
CCOc1ccc(CN(C)C(=O)CN2C(=O)NC3(CCCc4ccccc43)C2=O)cc1 (stereo unspecified) | / | / | 14% | 73%[activator] | / | -4% | 13
Cc1ccc(C)n1CCN1CCN(S(=O)(=O)c2ccc(F)cc2F)CC1 | -4 | -7 | 29% | 89%[activator] | -6% | 4% | -4
COc1ccc(NS(=O)(=O)c2cc(C)ccc2C)cc1 | -2 | -5 | -22% | -21% | -2% | ? | -16
Cn1cccc1Cc1nnc(SCC(=O)NCC2CCCO2)n1CCc1ccccc1 (stereo unspecified) | -3 | -5 | 3% | 57% | 11% | ? | 7
COc1ccccc1NC(=O)c1ccc(Cl)c(S(=O)(=O)NCc2ccco2)c1 | / | / | -8% | -20% | / | 1% | 0
CCC(C)(C(=O)NC1CCCC1)N(C(=O)CC1NC(=O)NC1=O)c1c(C)n(C)n(-c2ccccc2)c1=O (stereo unspecified) | -7 | -15 | -9% | -18% | 9% | -7% | -7
O=C(c1ccc(F)cc1F)N1CCC(N2CCC(C(=O)N3CCOCC3)CC2)CC1 | -4 | -9 | 3% | 96%[activator] | -8% | -6% | -39
CCOc1ccc(N2CC(C(=O)NCC(=O)Nc3ccc(F)c(F)c3F)CC2=O)cc1 (stereo unspecified) | / | / | 0% | -39% | / | ? | -4
O=C(NCc1ccccc1)N1CCC(CO)(Cc2cccc(F)c2)CC1 | 0 | -10 | -5% | 31% | 3% | 1% | 0
COc1cc(/C=N/NC(=O)c2ccc(F)cc2)ccc1OC(=O)c1ccco1 | 21* | 52 | 8% | 10µM* | -1% | -2% | -29

Given field by field: entries from further up.
COc1ccc(S(=O)(=O)N2CCN(C(=O)c3cc(-c4ccccc4OC)n[nH]3)CC2)cc1
  Cycloheximide cs: -2	Shiga toxin inh: 7	AMA1 RON2 block: 10%	AmpC inh no detg: 1%	FBPA Giardia inh: -9%	AmpC detergent: ?	HCMV inh: -16

Cc1c(OCc2nn[nH]n2)ccc2c3c(c(=O)oc12)CCCC3
  Cycloheximide cs: 8	Shiga toxin inh: 12	AMA1 RON2 block: -14%	AmpC inh no detg: -9%	FBPA Giardia inh: -22%	AmpC detergent: -4%	HCMV inh: -21

Next section:
SMILES | Cycloheximide cs | Shiga toxin inh | AMA1 RON2 block | AmpC inh no detg | FBPA Giardia inh | AmpC detergent | HCMV inh
N#Cc1ccc(C(=O)OCC(=O)Nc2cccc(S(=O)(=O)N3CCCCC3)c2)cc1 | / | / | -2% | -48% | / | -4% | 0
CCn1cc(C(=O)NCC2CCCO2)c(=O)c2cc(S(=O)(=O)N(C)C)ccc21 (stereo unspecified) | -2 | -4 | 7% | -17% | 2% | 2% | -13
COCc1cc(C)nc(OCC(=O)N/N=C/c2ccc(O)cc2)c1C#N | -3 | 16 | -11% | -17% | 18% | -4% | -33
COc1ccc(C(=O)N2CCC(n3nccc3NC(=O)C3CC3)CC2)cc1F | 9 | -6 | -16% | 8% | -5% | 4% | -5
Cc1c(Cl)c([N+](=O)[O-])nn1CCCC(=O)Nc1cccc(Cl)c1Cl | -2 | -9 | -10% | -18% | -4% | -10% | -37
N#CCCN(Cc1ccccc1)C(=O)c1nccnc1C(=O)O | -2 | -3 | -20% | -14% | -8% | -8% | -7
Cc1cccc(Cc2ccc(Cl)nn2)c1 | -1 | 2 | 8% | -18% | 1% | -7% | ?
C=CCNc1nc(-c2ccc(O)c(C(N)=O)c2)cs1 | 22* | 45 | -6% | -33% | -19% | ? | -21
COc1ccc(CCNC(=O)Cn2ccc3cc(S(=O)(=O)N4CCCC4)ccc32)cc1OC | -5 | -10 | -6% | 25% | 2% | -7% | -16
CCOc1ccc(OCCCCn2ccnc2)cc1 | 26* | 8 | -15% | -13% | -21% | -9% | -61*

In the list so far, these have two or more sulfur atoms:
SMILES | Cycloheximide cs | Shiga toxin inh | AMA1 RON2 block | AmpC inh no detg | FBPA Giardia inh | AmpC detergent | HCMV inh
Cc1ccc(NC(=O)CN(C)C(=O)CSc2nnc(C)s2)cc1 | / | / | -6% | -8% | / | / | -21
Cc1nc(Cc2nnc(SC(C)C(=O)N3c4ccccc4NC(=O)C3(C)C)o2)cs1 (stereo unspecified) | / | / | -11% | -12% | / | -7% | 27

Next section
SMILES | Cycloheximide cs | Shiga toxin inh | AMA1 RON2 block | AmpC inh no detg | FBPA Giardia inh | AmpC detergent | HCMV inh
COc1ccc(C(=O)CSc2nnc(-c3ccc(C)cc3)o2)cc1 | -2 | 2 | 9% | -10% | 5% | 3% | 12
Cc1cc(C(=O)CSc2nncs2)c(C)n1-c1c(C)n(C)n(-c2ccccc2)c1=O | 3 | -11 | -1% | -1% | 0% | -14% | -21
CSc1cnc2c(=O)n(C)c(=O)[nH]c2n1 | -1 | 17 | -4% | 4% | 0% | -1% | 96
Cn1cccc1/C=N/n1c(-c2ccco2)n[nH]c1=S | -4 | -12 | 48%[activator] | -31% | -19% | 5% | ?
CCc1nc2ccccc2c(C(=O)OCCN2C(=O)c3ccccc3C2=O)c1C | -2 | -28 | -7% | 51% | -1% | -4% | 27
Cc1cccc(C)c1NC(=O)CNC(=O)c1ccccc1 | -4 | -7 | 19% | -7% | -6% | ? | -2
O=C(c1cccnc1)N1CCN(Cc2cccc(F)c2)CC1 | -2 | -1 | 0% | 1% | ? | -2% | 6
Cc1ccc(SCC(=O)Nc2ccc(N3CCOCC3)cc2)cc1C | / | / | 5% | -7% | / | 3% | 0
COc1cccc(CNC(=O)C2=C(C)C(=O)OC23CCC(C)CC3)c1 (stereo unspecified) | -3 | 5 | 14% | 13% | 10% | 1% | 4
c1cnc(Nc2nc(-c3ccc4ccccc4c3)cs2)nc1 | 43* | 154* | -21% | 5% | 7% | -2% | 35
O=C(CSc1nc2ccccc2s1)N1CCCCC1 | 43* | 124* | 4% | -13% | -3% | ? | 112
COc1cc(C)c(Cl)cc1S(=O)(=O)n1cnc2ccccc21 | -3 | -20 | -1% | 12% | -1% | -4% | -12

Bioassay records from PubChem.
